KB-V1 cytotox: KB-V1 MDR subline cytotoxicity; 400,000 tested, 3.4% active; KB-V1 MDR cells viability, CellTiter-Glo, 72 h; AID 1347076; Potency, µM (doses to about 46.1 µM), without a hit: top-dose activity change, negative = cytotoxicity, most hits filed as cytotoxic; further: potency means the concentration at half of the fitted maximal effect; on the % scale 0 is the no-effect control and ±100 the full control effect; nearly all actives have a fitted effect of over 60% in size
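Following 72 h at 37 degrees C with compound, KB-V1 cell viability was read by CellTiter-Glo luminescence, medium being phenol-red-free DMEM plus 10% FBS; concentration-response parameters came from normalized, curve-fitted qHTS data.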
HT1080-NT tox: kills 2HG-producing HT-1080-NT fibrosarcoma cells. Potency, µM (series often up to 46.1 µM), for inactives: at the top dose activity, negative = less viability, actives largely listed as cytotoxic. 360,000 tested, 1.6% active. HT-1080-NT fibrosarcoma viability, CellTiter-Glo ATP luminescence, 48 h;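 further: NT is the 2HG producing partner of a matched IDH1 knockdown line; potency means the concentration at half of the fitted maximal effect; 0% = DMSO-treated cells and -100% = media-only wells without cells; nearly all actives have a fitted effect of over 55% in size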
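A 48-hour cytotoxicity screen used HT-1080-NT cells plated 2 hours before compound delivery. ATP-based CellTiter-Glo luminescence measured viability, normalized to DMSO and no-cell controls.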
GLP-1R agonist: GLP-1 receptor (human) agonism | P43220 | HEK293 GLP-1R CRE-luciferase, luminescence, 4-6 h; cells express a hypersensitive GLP-1R form | Potency, µM (top dose mostly 45.6 µM), without a hit: at the top dose activation, usual class: activators | 380,000 tested, 0.007% active | AID 624172; further: potency means the concentration at half of the fitted maximal effect; % of control where 0% means no effect
Target sequence (P43220 whole entry, looked up): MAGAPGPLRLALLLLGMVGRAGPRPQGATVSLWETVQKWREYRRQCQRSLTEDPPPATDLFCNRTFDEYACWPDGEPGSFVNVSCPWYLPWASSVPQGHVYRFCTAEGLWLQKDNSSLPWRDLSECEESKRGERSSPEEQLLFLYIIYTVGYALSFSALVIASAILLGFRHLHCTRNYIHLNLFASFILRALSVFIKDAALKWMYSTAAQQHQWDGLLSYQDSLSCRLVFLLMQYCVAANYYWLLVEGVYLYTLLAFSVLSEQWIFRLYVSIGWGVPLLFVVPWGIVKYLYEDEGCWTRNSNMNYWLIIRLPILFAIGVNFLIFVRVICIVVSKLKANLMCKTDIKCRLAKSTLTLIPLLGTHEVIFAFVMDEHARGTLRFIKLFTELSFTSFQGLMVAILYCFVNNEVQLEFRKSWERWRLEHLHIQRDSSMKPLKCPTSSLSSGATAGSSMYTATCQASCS
D3 ag: activates the human D3 dopamine receptor. 410,000 tested, 0.58% active. max activation, %. D3R DiscoveRx beta-arrestin cells, luminescence, 90 min. P35462. AID 652048; in the data active means max activation above about 30%; further: 0% is about no effect; mostly tested at two doses, the higher about 12 µM
Target sequence (P35462 whole entry, looked up): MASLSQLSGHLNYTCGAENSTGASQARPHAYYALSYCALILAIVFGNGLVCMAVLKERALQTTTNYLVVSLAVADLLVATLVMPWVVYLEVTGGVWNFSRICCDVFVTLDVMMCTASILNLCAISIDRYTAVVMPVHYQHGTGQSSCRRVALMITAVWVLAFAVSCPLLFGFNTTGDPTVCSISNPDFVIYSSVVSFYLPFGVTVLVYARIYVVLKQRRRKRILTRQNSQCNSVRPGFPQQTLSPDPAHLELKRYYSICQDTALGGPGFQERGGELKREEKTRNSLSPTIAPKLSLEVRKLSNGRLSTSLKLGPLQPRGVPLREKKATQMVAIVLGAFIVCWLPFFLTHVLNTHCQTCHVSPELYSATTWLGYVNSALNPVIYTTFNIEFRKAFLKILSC
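Agonist-mode cell screen: cells plated at 1500/well and incubated overnight at 37 °C, then exposed to library compounds for 90 min at 37 °C. Detection reagent was added for 30–60 min at room temperature, and luminescence was read.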
HT1080 IDH1KD tx: kills HT-1080 cells with IDH1 knockdown; HT-1080 IDH1 knockdown viability, ATP luminescence, 48 h; Potency, µM (doses to about 46.1 µM), without a hit: at the top dose activity, negative = toxicity, usual class: cytotoxic; 360,000 tested, 2% active;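 further: potency means the concentration at half of the fitted maximal effect; 0% = DMSO wells and -100% = cell-free medium wells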
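Viability of IDH1-knockdown HT-1080 fibrosarcoma cells was assessed by CellTiter-Glo after 48 h at 37 °C with titrated compound; concentration-effect curves were classified by fit quality and response size.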
KB-3-1 tox: KB-3-1 parental cell cytotoxicity; KB-3-1 viability, CellTiter-Glo ATP luminescence, 72 h; 400,000 tested, 1.4% active; AID 1347075; Potency, µM (highest dose often 46.1 µM), for inactives: at the top dose activity change, negative = cytotoxic, hits mostly cytotoxic; further: potency means the concentration at half of the fitted maximal effect; on the % scale 0 is the no-effect control and ±100 the full control effect; nearly all actives have a fitted effect of over 60% in size
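Here the drug-naive KB-3-1 line serves as comparator for MDR sub-line selectivity; cells received compound titrations, 72 h at 37 °C, then CellTiter-Glo readout.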
SW480 rerep: induces DNA re-replication in SW480 colon adenocarcinoma cells; SW480 DNA re-replication, Hoechst DNA content imaging, 48 h; Potency, µM (doses to about 46.1 µM), inactives show at the top dose re-replication activation, most hits filed as activators; AID 624297; 340,000 tested, 1.8% active; further: potency means the concentration at half of the fitted maximal effect; % of control where 0% means no effect; nearly all actives have a fitted effect of over 55% in size
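SW480 cells exposed to compounds for 48 hr at 37 C, 5% CO2, then Hoechst-stained 40 min. Nuclear DNA content imaged by fluorescence scanning (405 nm excitation, 500-530 nm emission); re-replication scored as increased high-intensity nuclei.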
IL-1B inflam inh: inhibitors of inflammasome signaling (IL-1 beta secretion); AID 743279; 360,000 tested, 4.7% active; activity change, % at 57.5 µM; THP-1 LPS/ATP IL-1B secretion, AlphaLISA, 16 h; stronger effect = lower value; in the data active means activity change below about -50%; inconclusive means mostly about -30% to -49%; further: on the % scale 0 is the no-effect control and ±100 the full control effect
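Secreted IL-1B measured by AlphaLISA bead assay after 16 h compound exposure of THP-1 cells; compounds (final up to 57.5 uM) added 1 h before LPS (250 ng/mL) and ATP (1.25 mM) stimulation; lower signal means less secretion.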
DRD3 antagonist: blocks the human D3 dopamine receptor. D3R cells, DiscoveRx beta-arrestin luminescence, antagonist mode; stronger effect = lower value. max response, negative = inhibition, %. 360,000 tested, 2.5% active; in the data active means max response below about -50%; inconclusive means no clear call, values can overlap the other calls; further: on the % scale 0 is the no-effect control and ±100 the full control effect; mostly tested at two doses, the higher about 12 µM
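Cells expressing the human receptor were seeded at 1500 cells/well, incubated overnight at 37 degrees C in 5% CO2, then exposed to library compounds with dopamine controls for 90 minutes at 37 degrees C before luminescent detection.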
An asterisk follows results filed as active; ? = inconclusive; · = not tested or not shown; & = joins results of further samples; [ ] = another dose, or the depositor's remark. Unless noted, the call rests on the fitted dose curve; in most records, active means well fitted curve in the direction sought with a large enough effect; inconclusive means small, poorly fitted or top-dose-only effect, or another doubt; inactive means no such curve, though single readings can be large; an effect the other way counts as inactive or inconclusive.

SMILES	KB-V1 cytotox	HT1080-NT tox	GLP-1R agonist	D3 ag	HT1080 IDH1KD tx	KB-3-1 tox	SW480 rerep	IL-1B inflam inh	DRD3 antagonist
C=CCOC(=O)C(=O)/C=C/c1coc2ccccc2c1=O	16%	-5%	0%	7	6%	0%	?	-13	2
COc1ccc(C)cc1Nc1nc(N)c2ccccc2n1	-29%	?	-2%	-12	?	-6%	-9%	-93*	-11
COc1ccccc1C(c1nnnn1C(C)C)N1CCN(C(=O)c2ccco2)CC1 (stereo not drawn)	2%	0%	11%	12	0%	3%	?	-13	-14
CC(C)N(Cc1ccccc1)C(=O)CCS(=O)(=O)c1ccc2c(c1)oc(=O)n2C	-4%&-15%	-5%	-2%	-10&-16	0%	?	-2%	0	-18
COC(=O)c1cn(C(=O)c2cc(C)cc(C)c2)c2ccccc12	1%	8%	-1%	-4	0%	24%	-2%	-4	-9
O=S1(=O)CC/C(=N\Nc2ccc(F)cc2)c2ccsc21	-23%	?	10%	1	?	-23%	-1%	?	-6
COCCCN1Cc2cccc(C(=O)O)c2C1=O	-4%	0%	-7%	0	9%	5%	-1%	-4	-22
CN1CCN(NC(=O)c2ccc(Cl)cc2Cl)CC1	-15%	-3%	-5%	3	-2%	1%	4%	0	-13
COc1ccccc1NC(=O)CC1C(=O)NCCN1C(=O)Nc1ccccc1 (stereo not drawn)	2%	8%	-2%	-5	1%	10%	1%	8	-20
COc1ccc(NC(=S)NC2CCN(Cc3ccccc3)CC2)cc1OC	-7%	0%	14%	-13	-5%	-10%	0%	-10	-10
Cc1oc(-c2ccccc2)nc1C(=O)Nc1nccs1	0%	-10%	-9%	-3	-5%	0%	2%	52	1
COc1cccc(OC)c1-c1nn2c(-c3ccco3)nnc2s1	23%	21%	-8%	2	8%	14%	-10%	-13	2
COc1ccc(N2CCN(C(=O)CCc3c(C)nc4c(-c5ccccc5)c(C)nn4c3C)CC2)cc1	?	·	0%	5	·	-2%	·	·	·
OCC1OC(Oc2cccc3ccccc23)C(O)C(O)C1O (stereo not drawn)	19%	-6%	-4%	1	-5%	-5%	-1%	0	-14
COC(=O)C1CCN(C(=O)CN2C(=O)NC(CCc3ccccc3)C2=O)CC1 (stereo not drawn)	3%	2%	-1%	3	12%	18%	1%	5	?
COc1ccc(-c2nn(-c3ccccc3)cc2/C=C/C(=O)OCC(=O)Nc2ccc(C#N)cc2)cc1	9.2µM*	3%	1%	8	20%	0%	-2%	10	17
CC(C)C(C(=O)NC1CCCC1)N(Cc1ccco1)C(=O)CNS(=O)(=O)c1ccccc1 (stereo not drawn)	-2%	8%	2%	25	5%	12%	-124%[inhibitor]	-10	13
CCc1nc(SCc2cc(=O)[nH]c3ccccc23)c2c(C)c(C)sc2n1	-6%	-20%	-1%	6	-5%	-13%	-1%	-1	-19
Cc1noc(C)c1COc1ccccc1C(=O)NCCc1ccccc1	?	0%	2%	1	6%	-4%	-8%	-4	5
CCn1ccc2cc(OC)ccc2c1=S	-13%	-6%	10%	-1	-9%	-4%	-6%	42	-13

Three compounds from above, reduced to KB-V1 cytotox:
smiles,KB-V1 cytotox
CN1CCN(NC(=O)c2ccc(Cl)cc2Cl)CC1,-15%
COc1ccc(-c2nn(-c3ccccc3)cc2/C=C/C(=O)OCC(=O)Nc2ccc(C#N)cc2)cc1,9.2µM*
COc1ccc(N2CCN(C(=O)CCc3c(C)nc4c(-c5ccccc5)c(C)nn4c3C)CC2)cc1,?

(further entries)
SMILES	KB-V1 cytotox	HT1080-NT tox	GLP-1R agonist	D3 ag	HT1080 IDH1KD tx	KB-3-1 tox	SW480 rerep	IL-1B inflam inh	DRD3 antagonist
O=C(CSc1nnc(CNC(=O)c2cccs2)o1)NCCc1ccccc1	11%	-1%	-8%	-2	-3%	11%	-14%	24	-21
CC1CCCN(C(=O)CN2C(=O)CSc3ccc(S(=O)(=O)N4CCOCC4)cc32)C1 (stereo not drawn)	?	9%	7%	10	14%	-1%	-8%	-11	0
Cc1nn(-c2ccccc2)c2nc(=O)n(-c3ccccc3)cc12	-17%	-1%	0%	-1	?	0%	-12%	-7	-65*
Cc1ccc(NS(=O)(=O)c2ccc(OCC(=O)Nc3cccc([N+](=O)[O-])c3)c(C)c2)cc1	7%	?	-1%	-7	13µM*	-6%	14%	?	-17
Cc1c(NC(=O)c2cc3c(=O)n4ccccc4nc3s2)c(=O)n(-c2ccccc2)n1C	0%	0%	2%	0	6%	10%	-2%	-16	9
O=c1c(N2CCOCC2)coc2ccccc12	?	-5%	-8%	1	13%	7%	1%	-2	20
Cc1n[nH]c(C)c1CCNC(=O)C1CCC(=O)N(CCc2cccc(F)c2)C1 (stereo not drawn)	·	-4%	-3%	-11	1%	·	1%	-16	0
C[C@H](CO)N1C[C@H](C)[C@@H](CN(C)C(=O)Nc2ccc(C(F)(F)F)cc2)Oc2c(NC(=O)Cc3ccccc3)cccc2C1=O	10%	-4%	15%	2	-9%	2%	-39%[inhibitor][9.22 µM]	?	3
O=C(NCC(=O)N1CCc2ccccc2C1)c1ccc(Cl)cc1Cl	-18%	1%	11%	18	-4%	-5%	-1%	-15	-4
COc1ccc(/C(C)=N/Nc2ncc(Cl)cc2Cl)c(O)c1	?	4.6µM*	3%	22	?	-16%	?	-18	25
CCCNC(=O)C1(C)CCN(Cc2noc(-c3ccccc3OC)n2)C1 (stereo not drawn)	2%	9%	-1%	2	11%	0%	·	20	0
Cc1ccc(CNC(=O)COc2cccc3c2OC(C)(C)C3)cc1	0%	-6%	6%	-13	-5%	-3%	-1%	-15	-9
Cn1c(=O)c2[nH]c(Nc3ccccc3)nc2n(C)c1=O	0%	-2%	-3%	0	-14%	-6%	7%	26	13
C/C(=C/Cc1c(O)cc2oc(C)cc(=O)c2c1O)COC1OC(CO)C(O)C(O)C1O (stereo not drawn)	8%	0%	-4%	7	2%	19%	1%	27	5
CCNC(=O)C1CCCN(Cc2ccc(OCc3ccccc3)cc2)CC1 (stereo not drawn)	-29%	?	-3%	-16	-4%	15%	·	-6	?
O=C(CNc1cccc(S(=O)(=O)N2CCCC2)c1)Nc1ccc(F)cc1F	?	0%	-6%	3	-4%	-15%	3%	12	20
O=C(c1cc(F)ccc1F)C1CCCN(C(=O)CCc2cnccn2)C1 (stereo not drawn)	-17%	5%	6%	12	2%	?	-15%	16	-5
COc1cccc(NC(=S)NC(=O)Cc2ccc(Cl)cc2)c1	-13%	-3%	2%	1	2%	17%	6%	55	-2
C=CCNC(=O)C1CCN(S(=O)(=O)c2ccc(Br)cc2)CC1	?	0%	-6%	-1	-9%	?	4%	-1	8
Cn1nc(C(F)(F)F)c2cc(C(=O)NC3CC3)sc21	13%	14%	8%	-7	14%	13%	-4%	-1	19
O=C(CSc1nc(Nc2ccccc2)nc(N2CCOCC2)n1)Nc1ccc(Br)cc1F	-1%	-1%	0%	2	1%	-3%	?	0	4
CCOC(=O)C1=C(CSc2nc(-c3ccccc3)ccc2C#N)OC(N)=C(C#N)C1c1cccnc1 (stereo not drawn)	-1%	-10%	10%	-8	-4%	-6%	?	36	13
O=C(NCc1cccs1)C(NS(=O)(=O)c1cccc2nsnc12)c1ccccc1 (stereo not drawn)	-14%	-5%	0%	0	-12%	2%	-3%	0	-28
c1ccc(-c2ccccc2OCCCN2CCCCC2)cc1	0%	-8%	-4%	-4	-15%	0%	?	-15	0
Cc1ccc(S(=O)(=O)CC(=O)N2CCN(c3ccc([N+](=O)[O-])cc3)CC2)cc1	-2%	-24%	13%	6	-20%	-28%	-24%	-21	3
CCOc1ccc(Nc2nc(N)nc(CSC(=S)N3CCOCC3)n2)cc1	?	-1%	30%	0	-13%	-2%	3%	?	-9
Cc1noc(C)c1C(=O)N1CCN(CCc2ccccc2)CC1	0%	1%	2%	-6	24%	3%	-24%	0	5
CCC(C)(C)c1nnc(NC(=O)c2ccc([N+](=O)[O-])cc2)s1	12%	15%	-7%	1	11%	16%	-3%[9.22 µM]	-23	-23
COc1ccc(-c2csc(NCCc3nc4cc(C(=O)NCCCO)ccc4n3Cc3ccc(C)cc3)n2)cc1	44%	-15%	-4%	1	-14%	16%	1%	-6	15
CC(c1ccncn1)N(C)Cc1nc(Cc2ccccc2F)no1 (stereo not drawn)	-23%	6%	4%	-10	2%	-2%	-19%	16	-8
CCN(CC)C(=O)CSc1nc2sc3c(c2c(=O)n1-c1ccc(C)cc1)CC(C)(C)SC3	?	-7%	1%	1	-4%	-9%	1%	-5	-17
Cc1ccc(N(C(=O)c2ccc(S(=O)(=O)N3CCOCC3)cc2)C2C=CS(=O)(=O)C2)cc1 (stereo not drawn)	5%	-18%	7%	-11	2%	-5%	-5%	-8	-19
Cc1cc(C(F)(F)F)n(-c2nc(C(=O)NN)cs2)n1	-19%	-7%	11%	-1	-16%	-9%	-12%	-7	7
CCN(C(=O)CCS(=O)(=O)c1cc2c(cc1C)NC(=O)CO2)c1cccc(C)c1	?	·	21%	2	·	5%	·	·	·
COC(=O)[C@H]1C[C@H](OC(=O)Nc2c(C)noc2C)[C@@]2(O)CN(S(=O)(=O)c3ccc(C)cc3)CC2[C@H]1C(=O)OC (stereo partly drawn)	-2%	14%	2%	3	6%	17%	·	-13	24
CC(C)(C)OC(=O)N/N=C/c1cn(-c2ccccc2)nc1-c1cccnc1	41%	2%	7%	5	-1%	?	3%	?	12
CC(=O)c1cccc(NC(=O)C2CC(=O)N(CCc3ccccc3)C2)c1 (stereo not drawn)	5%	27%	0%	-5	0%	10%	-11%	14	-1

Screens as filed in PubChem.
